# DUSP3 inh: inhibitors of human VHR1 phosphatase (DUSP3); inhibition, % at 20 µM; AID 1992; recombinant VHR phosphatase, colorimetric substrate read-out; P51452; actives 0.7% (n = 50,000); in the data active = inhibition above about 60%; also: some results filed as inactive read as strong as hits
# Target sequence (P51452 whole entry, looked up): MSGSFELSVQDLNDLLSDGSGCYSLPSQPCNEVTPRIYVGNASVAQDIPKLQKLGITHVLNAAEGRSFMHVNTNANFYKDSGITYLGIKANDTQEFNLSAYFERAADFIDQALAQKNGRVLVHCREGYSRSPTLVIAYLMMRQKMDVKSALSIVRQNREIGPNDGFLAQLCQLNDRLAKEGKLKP
# Starred values were filed as active, the others as inactive.
SMILES,DUSP3 inh
Cc1ccc(OCC(=O)NCCCN(C)C)c(Br)c1,-18
Cc1ccc(-c2nnc(NC(=O)c3ccco3)s2)cc1,-18
O=C(CCCOc1ccc(Cl)cc1Cl)n1cnc2ccccc21,-6
O=C(Nc1ccccc1Oc1ccccc1)c1cc2cc(Cl)cc(Cl)c2oc1=O,-4
COc1ccc(C2=CSC3=NCCN23)cc1F,-12
CCOC(=O)C1=C(c2ccccc2)N=C2SCC(=O)N2C1c1ccc(OC)cc1 (centres undefined),2
Cc1ccc(-c2cc(N)n(Cc3ccc(Cl)cc3)n2)cc1,6
O=C(O)CCN1C(=O)/C(=C/c2ccc(Cl)c([N+](=O)[O-])c2)SC1=S,-16
Cc1cc(OCC(=O)NCc2ccncc2)ccc1Br,2
Cc1[nH]c2ccccc2c1/C=N/NC(=O)c1ccc(O)cc1O,-6
Cc1ccc(S(=O)(=O)N/N=C/c2cccc(OS(=O)(=O)c3cccc([N+](=O)[O-])c3)c2)cc1,-15
CC(C)c1cccc(C(C)C)c1NC(=O)COc1cccc(Br)c1,-12
COc1ccc(/C=C/C(=O)NC(=S)Nc2ccccc2Cl)cc1OC,11
COc1ccccc1N1CCN(/N=C/c2ccccc2C(=O)O)CC1,-3
N/C(=N\N=C/c1ccc(Br)cc1)N/N=C\c1ccc(Br)cc1,-6
CSc1ccc(S(=O)(=O)N(CC(=O)Nc2cc(C)ccc2C)c2ccc(C)cc2)cc1,-19
CN1C(=O)/C(=C2\SC(=S)N(c3cccc(Cl)c3)C2=O)c2ccccc21,-11
COc1ccc2c(c1OC)C(=O)OC2Nc1ccc(F)c(Cl)c1 (centres undefined),-2
COC(=O)C1=C(C)NC(=O)NC1c1ccc(OCCO)c(OC)c1 (centres undefined),-9
Cc1nc2n(CC(=O)N3CCCC3)c3ccccc3n2n1,19
O=C(c1ccco1)N1CCN(Cc2ccc(Cl)cc2)CC1,-5
CCOCCOC(=O)c1cccc(NC(=O)c2ccc(-c3ccccc3)cc2)c1,-7
CCc1ccc(-n2c(C)cc(/C=N/NC(=O)c3ccncc3)c2C)cc1,87*
N/C(=N\OC(=O)c1cccc(Cl)c1)c1ccc(Cl)cc1,-13
O=Cc1ccc(-c2ccc(OC(F)(F)F)cc2)o1,-6
O=C(Nc1ccccc1C(=O)Nc1ccccc1I)c1ccccc1,-7
Cc1cc(OCC(=O)Nc2ccccc2F)ccc1Cl,-2
CCc1nc(-c2ccccc2)nc(C)c1C,-16
Cc1ccc(-n2c(SCCc3ccccc3)nc3sc4c(c3c2=O)CC(C)(C)OC4)cc1,-14
CCOC(=O)C(CCCCOc1ccccc1F)C(=O)OCC,-7
CC(C)(C)Nc1ncnc(NC(C)(C)C)c1[N+](=O)[O-],-8
O=C1CC(Sc2ncn[nH]2)C(=O)N1c1cc(Cl)ccc1Cl (centres undefined),34
COc1cc2nc(-c3cccc(C)c3)oc(=O)c2cc1OC,0
CCOc1ccccc1NC(=O)C(=O)NCc1ccccc1OC,-20
O=C(CSc1cc(Cl)ccc1Cl)Nc1ccccc1Br,-8
CC(=O)N(C1=C(Cl)C(=O)c2ccccc2C1=O)c1ccc(Cl)cc1,-11
COc1ccc(-c2nc3c(n2O)CCC/C3=N\O)cc1OC,-14
CCOc1ccc(C(=O)Nc2ccc(O)c(-c3nc4ccccc4o3)c2)cc1[N+](=O)[O-],3
CCN(CC)CCCNC(=O)c1nn2c(c1Cl)NC(c1ccc(C)cc1)CC2C(F)(F)F (centres undefined),42
CCOc1cc(/C=C2\SC(N3CCN(C4=NC(=O)/C(=C\c5ccc(O)c(OCC)c5)S4)CC3)=NC2=O)ccc1O,88*
COc1ccc2c(c1)/C(=N\OC(=O)c1ccc(OC)c([N+](=O)[O-])c1)CCC2,-2
CCN(CC)CCCNC(=O)c1nn2c(C(F)(F)F)cc(-c3ccco3)nc2c1Cl,-22
CC(=O)/C=C/c1cccc[n+]1C,-24
O=c1c2c3n(c4cc(Cl)c([N+](=O)[O-])cc4c-2nn1-c1ccccc1)CCC3,-10
COc1ccc(Br)cc1/C=C/C(=O)Nc1ccc(C)cc1[N+](=O)[O-],-5
CCN1C(=O)/C(=C\c2ccccc2OS(=O)(=O)c2ccc(C)cc2)SC1=S,-4
Cc1ccc2nc3c(cc(C#N)c(=N)n3CCCN3CCOCC3)c(=O)n2c1,48
CCCCOc1ccc(NC(=O)c2cccc(C(F)(F)F)c2)cc1,-1
Cc1ccc(/C(O)=C2\C(=O)C(=O)N(CCCC(=O)O)C2c2cccc([N+](=O)[O-])c2)cc1 (centres undefined),10
COc1ccc(N(CC(=O)NCC2CCCO2)S(=O)(=O)c2ccc(C)cc2)cc1 (centres undefined),-40
CC1=NN(C(=O)C(C)C)C(O)(c2ccc(Br)cc2)C1 (centres undefined),-33
O=C(COC(=O)c1ccc(C#CC2(O)CCCCC2)cc1)c1ccc(Br)cc1,8
COc1ccc(C2CC(=O)C3=C(C2)NC(C)=C(C(=O)OCC(C)C)C3c2ccc(F)cc2)cc1 (centres undefined),-14
Cc1ccc(OCCCCN2CCC(C)CC2)cc1,0
CC(Oc1ccc(Cl)cc1Cl)C(=O)Nc1ccc2c(c1)OCO2 (centres undefined),6
COc1cc2c(cc1NCc1ccncc1)oc1ccccc12,33
CCN=C(NCC)SC1CC(=O)N(c2ccc(Cl)c(Cl)c2)C1=O (centres undefined),-22
CC1=C(C(=O)Nc2ccccc2)C(c2ccc(Cl)cc2)N2C(=O)CSC2=N1 (centres undefined),0
CSc1nnc2c(n1)OC1(Nc3ccccc3-2)C(=O)Nc2ccccc21 (centres undefined),-5
CCOc1ccc(-c2cc(C)n3nc(C(=O)Nc4cccc(O)c4)cc3n2)cc1,-13
# (listing goes on)
SMILES,DUSP3 inh
N/C(=N\OC(=O)c1ccc(Cl)c([N+](=O)[O-])c1)c1ccccn1,0
CC1=CC(C)(C)NC(=S)N1NC(=O)c1ccccc1,-13
Cc1cc(N/C=C/C(=O)c2ccc(Cl)s2)no1,-22
O=C1C(=O)N(c2cccc(Cl)c2)C(c2ccc(F)cc2)/C1=C(\O)c1ccccc1 (centres undefined),4
COc1ccc(CNCCc2ccc3c(c2)OCO3)c(OC)c1C,95
O=C1NC(=O)c2ccc3c4c(ccc1c24)CC3,-20
CC(=O)c1cccc(NC(=O)C2CCCCC2)c1,-3
Cc1ccc(CN2CCN(Cc3ccncc3)CC2)cc1,0
O=C(Nc1ccc(N2CCOCC2)cc1)c1ccc2c(c1)OCCO2,-9
CCOc1cccc(C(=O)Nc2ccc(C(=O)Nc3cccc(-c4nc5ccccc5o4)c3)cc2)c1,-31
O=S(=O)(NCCOCc1ccccc1)c1ccccc1,-4
O=C(CC1Sc2ccccc2NC1=O)Nc1ccc(N2CCOCC2)cc1 (centres undefined),0
COc1ccc(CNC(=O)c2ccc([N+](=O)[O-])o2)cc1,-14
CCC/C(O)=C1\C(=O)CC(C)(C)CC1=NCCO,-5
O=C1CC(N2CCN(c3ccccn3)CC2)C(=O)N1c1cccc2ccccc12 (centres undefined),-67
O=C(c1cc2ccccc2oc1=O)N1CCN(C(c2ccccc2)c2ccccc2)CC1,-9
O=C(Cc1ccccc1)N/N=C/C=C/c1ccccc1Cl,-1
CCN(CC)c1ccc(/C=C2/SC(=S)N(NC(=O)c3ccc(Cl)cc3)C2=O)cc1,16
COC(=O)c1c(C)oc2ccc(OC(=O)c3ccc([N+](=O)[O-])cc3)cc12,-7
C=CCN1C(=O)/C(=C\c2cc(OC)ccc2OC)C(=O)NC1=S,42
O=C(N/N=C/C(Br)=C/c1ccccc1)c1cc(C2CC2)[nH]n1,-3
CCN(CC)C(=O)C(=O)N/N=C/c1cccc(Br)c1,-5
CCOC(=O)c1sc(NC(=O)CCC2CCCC2)c(C(N)=O)c1C,24
CC(=O)Oc1cc(C)cc2oc(=O)c3c(c12)CCCC3,-9
CC(C)=C(NC(=O)c1ccccc1)C(=O)N1CCOCC1,-10
CCOC(=O)C1=C(C)N(CCOC)C(=O)/C1=C\c1ccc2c(c1)OCO2,-12
CCCCNC(=O)Cn1nc(C(F)(F)F)c(Br)c1C,-20
O=C1NC2=Nc3ccccc3NC(c3ccccc3)=C2C(c2ccc(N3CCOCC3)cc2)N1 (centres undefined),-14
C=CCNC(=O)C(=O)NCc1ccccc1,-24
CC(=O)Nc1ccc(NC(=O)CCC(=O)NCCO)cc1,4
CC(=O)c1cccc(NC(=O)c2ccccc2N(Cc2ccccc2)S(=O)(=O)c2ccccc2)c1,-23
Cn1c(=O)c2c(nc(NCCc3ccccc3)n2C)n(C)c1=O,8
COc1ccc(C(=O)N2c3ccccc3C(N(C(=O)c3cccs3)c3ccccc3)CC2C)cc1 (centres undefined),27
O=C(c1cc([N+](=O)[O-])ccc1F)N1CCN(c2cc(N3CCCCC3)c(F)cc2[N+](=O)[O-])CC1,5
Cc1ccc(N(CC(=O)Nc2ccccc2C)S(=O)(=O)c2ccc(F)cc2)cc1,-10
CCN(CC)c1ccc(/C=C2\C(=O)NC(=S)N(c3ccc(F)cc3)C2=O)c(OC)c1,6
N/C(=N\OC(=O)c1cccc2ccccc12)c1cccc([N+](=O)[O-])c1,-17
CC1CCc2c(sc(NC(=O)c3ccccc3Cl)c2C(=O)NCc2ccco2)C1 (centres undefined),-8
O=C(Cc1ccccc1)Nc1ncc(Cc2ccc(Cl)cc2Cl)s1,-13
O=C1NC(=S)S/C1=C\c1ccccc1[N+](=O)[O-],-6
O=Cc1ccc(OCc2ccc([N+](=O)[O-])cc2)cc1,-23
Cc1nc(C)n(C)c(=O)c1-c1ccccc1,1
O=C(NCC1CCCO1)C(=O)Nc1ccc(Oc2ccccc2)cc1 (centres undefined),-2
CCSc1nnc2c(n1)OC(c1ccc(O)c(O)c1)Nc1ccccc1-2 (centres undefined),-25
O=C(O)CSc1nnc(-c2cccs2)n1-c1ccccc1,10
COc1cccc(-c2cc(C(=O)Nc3nc4ccccc4s3)c3ccccc3n2)c1,68*
CC(C)(O)C#Cc1ccc(C(=O)N2CCN(C/C=C/c3ccccc3)CC2)cc1,9
CN1C(=O)NC(=O)/C(=C/c2ccc(-c3cccc(Cl)c3Cl)o2)C1=O,-27
CCOc1ccc(Nc2nc(-c3sc(NC(=O)CC)nc3C)cs2)cc1,4
CC(Cc1ccccc1)NC(=O)CC(c1ccccc1)c1ccc(O)c(Cl)c1Cl (centres undefined),-15
Cc1ccc(N2C(=O)NC(=O)/C(=C/c3cccc(Cl)c3)C2=O)cc1,-8
CC1CCN(C(=O)c2ccc([N+](=O)[O-])cc2NC(=O)c2cccs2)CC1,-8
Nc1nnc(SCC(=O)NCC(=O)c2ccccc2)s1,7
CCOC(=O)c1ccc(N2C(=O)C3CC=C(C)CC3C2=O)cc1 (centres undefined),-5
Cc1c(C=Nc2ccc(Br)cc2)c(O)n(C)c(=O)c1C#N,-25
COc1ccc(N=Cc2c(O)n(-c3ccccc3Cl)c(=O)[nH]c2=O)cc1,-5
O=C(Cc1ccccc1[N+](=O)[O-])N1CCN(c2cccc(Cl)c2)CC1,16
CCSc1nncn1/N=C/c1ccc(OC)c(OC)c1,3
COc1ccc(OCC(=O)Nc2ccc(-c3nc4ncccc4o3)cc2)cc1,-6
CC(=O)CC(c1ccccc1)S(=O)(=O)c1ccccc1C (centres undefined),-20
# (cont.)
SMILES,DUSP3 inh
CC(=O)ON=C1c2cc(S(=O)(=O)N(C)C)ccc2-c2ccc(S(=O)(=O)N(C)C)cc21,-3
O=C(CNC(=O)c1ccco1)c1ccc(F)cc1,7
CC(=O)N(CC(C)(C)CC=C(C)C)C1CCCCC1,-6
CCc1ccc(OCCSc2nc3ccccc3c(=O)[nH]2)cc1,-2
Cc1ccc(NC(=O)C(=O)NCCc2ccccc2)cc1C,-25
CNc1cc([N+](=O)[O-])ccc1N/C=C\C(=O)c1ccc2ccccc2c1,0
COC(=O)c1ccc(N/C=C/C(=O)c2ccccc2)cc1,-24
CC(C)c1ccc(NC(=O)c2ccc(CN3CCc4ccccc4C3)cc2)cc1,-12
Oc1c(C=Nc2cccc(Br)c2)sc2ccccc12,-20
COc1cc2c(cc1NC(=O)c1ccc(C)c([N+](=O)[O-])c1)oc1ccccc12,9
O=C1OC(c2ccccc2I)=N/C1=C\c1cccc([N+](=O)[O-])c1,10
COc1ccccc1OCCCOc1ccccc1OC,-5
O=C(NCc1ccncc1)c1ccc(Br)o1,3
COc1ccc(NS(=O)(=O)c2cc(C(=O)O)ccc2Br)cc1,2
CCCc1c(O)nc(SCCN(CC)CC)n(C(=O)c2ccccc2)c1=O,-3
CCOC(=O)c1c(NC(=O)c2cncc(Br)c2)sc(C)c1C,1
COc1cc2c(cc1OC)C(C)N(C(=O)C1COc3ccccc3O1)CC2 (centres undefined),-6
Cc1ccc(NC(=O)/C=C/c2ccco2)c([N+](=O)[O-])c1,2

# Compounds listed so far with fluorine:
SMILES,DUSP3 inh
COc1ccc(C2=CSC3=NCCN23)cc1F,-12
COc1ccc2c(c1OC)C(=O)OC2Nc1ccc(F)c(Cl)c1 (centres undefined),-2
O=Cc1ccc(-c2ccc(OC(F)(F)F)cc2)o1,-6
Cc1cc(OCC(=O)Nc2ccccc2F)ccc1Cl,-2
CCOC(=O)C(CCCCOc1ccccc1F)C(=O)OCC,-7
CCN(CC)CCCNC(=O)c1nn2c(c1Cl)NC(c1ccc(C)cc1)CC2C(F)(F)F (centres undefined),42
CCN(CC)CCCNC(=O)c1nn2c(C(F)(F)F)cc(-c3ccco3)nc2c1Cl,-22
CCCCOc1ccc(NC(=O)c2cccc(C(F)(F)F)c2)cc1,-1
COc1ccc(C2CC(=O)C3=C(C2)NC(C)=C(C(=O)OCC(C)C)C3c2ccc(F)cc2)cc1 (centres undefined),-14
O=C1C(=O)N(c2cccc(Cl)c2)C(c2ccc(F)cc2)/C1=C(\O)c1ccccc1 (centres undefined),4
CCCCNC(=O)Cn1nc(C(F)(F)F)c(Br)c1C,-20
O=C(c1cc([N+](=O)[O-])ccc1F)N1CCN(c2cc(N3CCCCC3)c(F)cc2[N+](=O)[O-])CC1,5
Cc1ccc(N(CC(=O)Nc2ccccc2C)S(=O)(=O)c2ccc(F)cc2)cc1,-10
CCN(CC)c1ccc(/C=C2\C(=O)NC(=S)N(c3ccc(F)cc3)C2=O)c(OC)c1,6
O=C(CNC(=O)c1ccco1)c1ccc(F)cc1,7

# Assay outcomes deposited in PubChem by Sanford-Burnham Center for Chemical Genomics.

# A portion of the library; count on the stated rates, not on these rows.
